Compound activity from PubChem.
P. falciparum M1AAP: P. falciparum M1AAP inhibitors, biochemical, fluorogenic H-Leu-NHMec substrate, 1536-well (AID 1445). hit rate 0.42% among 220,000. recombinant M1AAP, H-Leu-NHMec fluorogenic kinetic assay; higher % means a stronger effect. Aminopeptidase N (Plasmodium falciparum (isolate 3D7)). one-dose inhibition, % at 30 µM; IC50 in µM for titrated hits;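 active means primary inhibition above the hit cutoff, then over 50% inhibition at one or more dose response concentrations, cut at about 23% in these data, passing the limit was not always enough; inconclusive means conflicting primary data, or primary hits not chosen for dose response; inactive means low primary inhibition, or under 50% at every dose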;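 further: plate controls were DMSO full reaction for no effect and no enzyme background for full effect; strong numbers were not always called active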
ER stress rescue: rescue of cells from ER stress-induced death, primary screen, 384-well, CSM14.1, thapsigargin, ATP luminescence (AID 1222); CSM14.1 thapsigargin-induced death rescue, ATP luminescence; higher % means a stronger effect; one-dose cellular ATP content (survival), % at 20 µM; EC50 in µM for titrated hits; 190,000 tested, under 10 active;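 active means EC50 below 50 µM in the dose-response confirmation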;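 further: death triggered by thapsigargin at about 15 µM added after 2 h compound pretreatment; cell ATP read after overnight thapsigargin exposure of roughly 18 to 22 hours; normalized against plate controls of thapsigargin alone and 5% DMSO vehicle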
Yfh1-off respiration: enhancers of respiration in Yfh1-depleted yeast, dose response, Friedreich's ataxia, plus single-dose screen (AID 1465). fold induction at 50 µM, or EC50 in µM where a hit was titrated. hit rate 0.074% among 220,000. S. cerevisiae Yfh1-off respiration, WST-1 reduction, 72 h; higher fold induction means a stronger effect;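 active means fold induction of absorbance versus untreated yeast above a set limit, then at least 30% activation at any dose in follow-up; inconclusive means repeats straddling the limit, or above it without dose testing; inactive means fold induction below the set limit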;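 further: activators that raise dye reduction in frataxin-depleted yeast; strong numbers were not always called active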
MT stabilizer: microtubule stabilizers in HeLa cells, primary screen, imaging, high-content imaging; HeLa tubulin immunostaining HCS, 24 h; share of cells brighter than vehicle mean+2SD; % tubulin-high responders, % at 10 µM; hit rate 0.83% among 200,000; AID 2205, 2009;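 active means plate Z-score above 3 for both tubulin-high and condensed-nucleus cell shares, with cell loss under 80%, at 10 µM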;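 further: anti alpha tubulin signal scored within the nucleus-defined area of each cell; some results filed as inactive read as strong as hits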
Insulin prom up: insulin promoter activators in MIN6 cells, imaging, high-content screening, mouse beta cells; MIN6 insulin promoter-GFP reporter; active compounds read high; z-score at 5 µM; hit rate 0.3% among 190,000; AID 1625, 2009;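 active means z-score above 3 at 5 µM with at least 500 cells counted in the well; inconclusive means wells under 500 cells, flagged as cytotoxic or low count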
Lipid droplet: inhibitors of hepatocyte lipid droplet formation, primary screen, imaging, high-throughput imaging, BODIPY stain | AML12 mouse hepatocytes, oleate lipid droplets | inhibition, % at 6.5 µM | hit rate 0.4% among 240,000;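 active means lipid droplet intensity inhibited by at least 50%, with more than 500 cells counted; inconclusive means wells with under 300 cells, treated as cytotoxic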
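Test system: AML12 mouse liver cells; schedule: overnight exposure; technique: high-content imaging of BODIPY-stained droplets and DAPI nuclei; read-out: % inhibition of corrected integrated BODIPY droplet signal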
Dynein transport: inhibitors of GR-EGFP nuclear translocation, primary screen, dynein cargo transport inhibitor project, imaging, high-content, 3617.4 mouse cells. hit rate 0.47% among 220,000. test concentration mostly 20 µM; stimulated with dexamethasone, 1 µM; active compounds read low. z-score, hits read low. AID 1381, 2008;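 active means plate z-score of nuclear minus cytoplasmic receptor signal below a set negative limit, without overly bright fluorescence or cell loss, cut at about -3.5 in these data, passing the limit was not always enough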;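 further: z-score of nuclear minus cytoplasmic ring GR-EGFP intensity difference per well; some compounds called inactive have numbers as strong as hits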
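Buffer or medium: Induction medium lacking tetracycline, stripped serum | Also added: Dexamethasone agonist, 1.0 µM final, for 30 min | Timing: 48 h induction, 1 h compound, 30 min dex at 37 °C | Detection: Formaldehyde fixation, Hoechst nuclear stain, 10x automated fluorescence imaging | Measure: Nuclear versus cytoplasmic GR-EGFP signal, averaged per well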
Autophagy HCS: autophagy modulators in MEF cells, primary screen, imaging, high-content, MEF GFP-LC3; calls only at 10 µM (by protocol); MEF GFP-LC3 puncta imaging; test concentration mostly 10 µM; hit rate 0.98% among 190,000;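 active means percentage of spot-positive cells more than 3 SD above its plate mean, without a fluorescence outlier flag or 80% toxicity; inconclusive means no clear call, values can overlap the other calls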;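 further: spot-positive cell cutoff set from DMSO-treated cells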
M17LAP inhibition: P. falciparum M17LAP inhibitors, primary screen, biochemical, fluorogenic H-Leu-NHMec substrate, 1536-well (AID 1619). hit rate 0.38% among 220,000. Leucine aminopeptidase (Plasmodium falciparum (isolate 3D7)). inhibition, % at 30 µM, or IC50 in µM where a hit was titrated. recombinant M17LAP, H-Leu-NHMec fluorogenic kinetic assay; higher % means a stronger effect;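 active means compound inhibiting the enzyme by more than half at any dose during confirmatory dose-response retesting; inconclusive means strong single-dose inhibitors picked by rank but not retested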;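 further: plate controls were full reaction with DMSO carrier for no effect and no enzyme background for full effect; strong numbers were not always called active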
Dynein transport cytoplasmic EGFP: recorded beside Dynein transport, whose call it bears; z-score; measured here: cytoplasmic GR-EGFP intensity; active compounds read high
Dynein transport nuclear GR-EGFP: second read-out of Dynein transport, no call of its own (marks repeat the call); z-score; measured here: nuclear GR-EGFP intensity;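 lower value marks the stronger effect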
Dynein transport cell count: second read-out of Dynein transport, no call of its own (marks repeat the call); z-score; measured here: cell count per field
Insulin prom up cell count: further read-out of Insulin prom up, marked with its call; cell count; measured here: cytotoxicity, nuclei count;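 total cells summed across four imaged fields per well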
Lipid droplet cells 6.5 µM: recorded beside Lipid droplet, whose call it bears; cell count; measured here: cell count, cytotoxicity flag;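 cells counted across two imaged fields per well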
MT stabilizer Hoechst-high %: further read-out of MT stabilizer, marked with its call; % Hoechst-high responders; measured here: nuclear condensation Hoechst responders;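 share of cells brighter than vehicle mean plus two SD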
MT stabilizer cytotoxicity %: second read-out of MT stabilizer, no call of its own (marks repeat the call); toxicity, %; measured here: cytotoxicity by cell density;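 0% = mean cell density of plate MIN control wells and 100% = no cells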
Autophagy HCS cell loss 18 h: also measured in Autophagy HCS; calls as there; toxicity, %; measured here: cell loss, nuclei count;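 cell loss after 18 h compound exposure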
* = called active by the depositor; i = inactive; ? = inconclusive; nt = not tested or not shown.

SMILES	P. falciparum M1AAP	ER stress rescue	Yfh1-off respiration	MT stabilizer	MT stabilizer Hoechst-high %	MT stabilizer cytotoxicity %	Insulin prom up	Insulin prom up cell count	Lipid droplet	Lipid droplet cells 6.5 µM	Dynein transport	Dynein transport cytoplasmic EGFP	Dynein transport nuclear GR-EGFP	Dynein transport cell count	Autophagy HCS	Autophagy HCS cell loss 18 h	M17LAP inhibition
Cc1ccc2[nH]c(=O)c(CN(CCN3CCOCC3)C(=O)Nc3ccccc3F)cc2c1	11%	-2.1%	i	3.4	1.5	4.6	-1	1029	15	732	0.19	-0.23	-0.59	1.9	i	-7	-9%
CCOc1ccc(-c2cc(NC(=O)Cn3ncc4c3-c3ccccc3OC4)on2)cc1OCC	0%	3.9%	i	4.4	3.2	7.2	-0.16	821	nt	nt	-0.048	-0.17	0.19	0.42	i	7	-2%
COc1cccc(Cn2cnc3c(N)c(C)c(C)cc32)c1	1%	-0.4%	i	1.6	2.5	4.1	-0.44	1297	-1	671	-0.31	-0.26	0.19	-0.074	i	5	40%
C=CC[N+](C)(C)CCCNC(=O)/C=N/O	1%	-1.6%	i	3.0	2.7	1.7	1.2	1146	-2	698	1.7	-0.24	0.47	-1.1	i	10	4%
Cc1nc(C)c(-c2ccnc(/N=C/NO)n2)s1	12%	nt	i	nt	nt	nt	-0.85	1237	7	779	-0.49	-0.21	-0.18	0.26	nt	nt	0%
O=C(NN=C1CCCCC1)NC1CCCCC1	0%	-2.7%	i	2.8	2.5	6.4	0.22	1576	2	656	-1.1	-0.28	-0.81	0.76	i	12	3%
O=C(c1ccc(S(=O)(=O)NCC2CCCO2)cc1)N1CCN(c2ccccc2F)CC1 (centres undefined)	5%	0.2%	i	2.9	1.6	4.0	0.3	1294	1	611	0.81	-0.29	0.29	-0.1	i	3	7%
Cc1ccc2[nH]c(C(F)(F)F)cc(=O)c2c1	1%	nt	i	nt	nt	nt	-0.03	1007	-3	759	0.32	-0.26	0.17	0.057	nt	nt	-2%
Cn1c(C(=O)N(Cc2ccccc2)Cc2ccccn2)cc2sccc21	2%	-3.0%	i	2.1	2.0	7.7	-0.52	1244	-12	767	-0.51	0.027	-0.36	0.23	i	1	-5%
COc1cccc(C(=O)Nc2cc(-c3cn4cccnc4n3)ccc2C)c1	16%	-0.7%	i	3.8	1.1	6.5	0.21	1292	2	676	0.43	-0.15	0.8	-0.78	i	-22	-88%
Cc1cc(NCCCN)nc(-c2ccccc2O)n1	4%	0.3%	i	1.5	1.4	9.6	-0.38	960	3	791	-0.48	-0.18	-0.24	0.34	i	-2	-9%
CC(=O)Nc1ccc2nc3c(=O)n(C)c(=O)n(C)c3nc2c1	7%	nt	i	nt	nt	nt	-0.1	1406	11	768	-0.24	-0.27	-0.16	0.093	nt	nt	2%
CCOC(=O)C1CCCN(C(=O)c2ccc3c(=O)n(CCOC)c(=S)[nH]c3c2)C1 (centres undefined)	-4%	-2.7%	i	2.9	1.8	4.7	nt	nt	0	781	-0.086	-0.23	0.27	1.6	i	2	12%
O=C(NCc1ccco1)c1nn2c(C(F)(F)F)cc(-c3cccs3)nc2c1Br	16%	-0.2%	i	2.6	2.3	3.8	-0.54	929	-10	752	-0.89	0.34	-0.15	1.1	i	14	18%
CCOC(=O)c1c(NC(=O)C2COc3ccccc3O2)sc2c1CCN(Cc1ccccc1)C2 (centres undefined)	0%	-3.6%	i	2.9	2.1	4.8	-1.4	1421	-36	593	-0.45	-0.022	-0.13	0.19	i	41	1%
Cc1cc(C(=O)CC#N)c(C)n1-c1c(C)n(C)n(-c2ccccc2)c1=O	6%	-1.0%	i	5.1	2.4	9.1	0.7	1143	2	694	-0.97	-0.27	-0.44	0.24	i	-12	-1%
O=C(Cc1sc(Nc2ccccc2)nc1-c1ccccc1)NCc1ccccn1	4%	-1.3%	i	2.1	1.8	14	-0.38	1412	16	696	-0.94	-0.1	-0.6	1.1	i	2	3%
O=S(=O)(c1ccc2c(c1)OCCO2)N1CCN(c2ncnc3sccc23)CC1	1%	5.2%	i	4.6	4.9	4.4	nt	nt	8	668	-0.077	0.44	-0.41	0.48	i	10	-2%
CC1CCCN(CCCOc2ccccc2-c2ccccc2)C1 (centres undefined)	1%	-3.2%	i	1.5	1.3	5.2	-0.94	1403	0	669	-0.51	-0.19	0.47	0.35	i	12	-7%
C=CCCCCCCCCC(=O)NNC1=CC(=O)CC(C)(C)C1	11%	-1.6%	i	3.2	1.8	3.8	-0.39	1620	nt	nt	-0.2	-0.21	0.19	-0.29	i	-4	7%
CC(C)CC(COCc1ccc(Cl)cc1)N1CCN(C(=O)c2ccc(C(F)(F)F)cc2)CCC1=O (centres undefined)	6%	5.4%	i	3.2	2.1	6.8	-1.1	1232	-4	782	-0.15	-0.3	0.28	0.41	i	16	3%
COc1cccc(NC(=O)CC(c2ccc(OC(C)C)cc2)c2ccccc2OC)c1 (centres undefined)	-2%	1.2%	i	3.2	2.5	10	nt	nt	-17	648	-1.1	-0.29	-0.86	1.4	i	4	13%
Fc1ccc(NC(=S)Nc2cc(Cl)ccc2Cl)cc1	0%	0.1%	i	2.4	1.6	0.5	nt	nt	-6	672	-1.3	-0.16	-0.81	-0.27	i	4	5%
CCS(=O)(=O)c1nn2c(N)c(/C=C3/C=CC(=O)C(OC)=C3)c(=O)nc2s1	?	-0.2%	i	1.7	2.4	1.7	0.03	1326	-3	583	0.15	-0.29	-0.076	0.079	i	-4	35µM*
COc1cnn(-c2ccccc2)c(=O)c1N(C)C	4%	-4.7%	i	2.8	2.3	7.7	0.63	1236	7	765	0.25	-0.2	0.27	-0.97	i	1	17%
CNC(=O)c1cc(C(=O)c2ccccc2C(F)(F)F)c[nH]1	-13%	0.2%	i	5.0	2.3	8.5	-1.5	1551	5	717	0.11	-0.24	0.51	0.8	i	8	2%
COc1cc(NC(N)=S)c(OC)cc1Cl	10%	nt	i	nt	nt	nt	0.03	1196	-4	625	-0.57	-0.23	-0.22	0.66	nt	nt	-1%
Cc1cc(-n2c(C)cc(C(=O)CN3C(=O)NC4(CCCC4)C3=O)c2C)no1	4%	-0.4%	i	5.6	2.2	9.2	0.23	2014	22	646	1	-0.15	0.46	-0.99	i	10	2%
CCOc1ccc(OCc2ccc(C(=O)NCc3ccncc3)o2)cc1	7%	-0.3%	i	3.9	0.2	22	-0.79	1298	-5	744	-0.36	-0.29	0.048	0.023	i	3	3%
C/C(CCc1oc2ccc(Cl)cc2c1-c1ccc(C)o1)=N\O	8%	-0.9%	i	2.1	2.0	6.0	-0.6	983	-1	728	-0.9	-0.18	-0.64	0.84	i	-5	11%
c1cncc(C(c2nnnn2C2CCCC2)N2CCN(Cc3ccc4c(c3)OCO4)CC2)c1 (centres undefined)	4%	-0.4%	i	4.6	2.6	15	-1.2	930	nt	nt	1.2	-0.09	1.1	-2.1	i	23	13%
COc1ccc(N2C(=O)CC(Sc3nc(C)cc(C)c3C#N)C2=O)cc1 (centres undefined)	8%	-1.4%	i	2.6	1.4	2.2	nt	nt	-4	749	0.59	-0.23	0.13	0.57	i	29	5%
Cc1cc(-c2nnc(-c3cccc(C(F)(F)F)c3)o2)no1	0%	nt	i	nt	nt	nt	2.9	1361	1	689	-0.066	-0.26	-0.052	-0.59	nt	nt	0%
N#C/C(=C/c1ccc(-c2ccccc2[N+](=O)[O-])o1)C(=O)NCCN1CCCCC1	21%	nt	i	nt	nt	nt	0.44	1036	0	666	0.044	-0.23	0.04	-0.81	nt	nt	0%
Cc1ccc(C)c(N2CCN(C(=O)Cc3c(C(=O)O)[nH]c4ccc(Cl)cc34)CC2)c1	6%	nt	i	nt	nt	nt	-0.07	1160	-1	733	-0.016	-0.25	0.15	0.14	nt	nt	0%
COc1ccccc1NC(=O)Nc1ccccc1C(N)=O	-1%	0.7%	i	4.3	1.9	7.2	-0.36	1690	1	723	-0.36	-0.31	0.39	0.73	i	21	-6%
COc1ccccc1NC(=O)C(=O)N1N=C(C(C)C)CC1(O)C(F)(F)F (centres undefined)	0%	-1.9%	i	1.4	1.8	3.3	nt	nt	nt	nt	-0.34	-0.21	-0.69	0.55	i	-2	-5%
COCCn1c(SCC#N)nnc1-c1ccccc1O	7%	-2.5%	i	2.3	1.7	12	-0.56	1170	19	706	0.085	-0.18	0.56	-0.13	i	-6	1%
COC(=O)c1ccc(Nc2cc(C)nc3ncnn23)cc1	1%	3.8%	i	3.1	4.5	4.4	0.67	1219	nt	nt	-0.24	-0.3	0.098	0.61	i	5	10%
